# Rv3671c protease: inhibits the M. tuberculosis serine protease Rv3671c; hit rate 0.048% among 320,000; inhibition, % at 5.96 µM; in the data active means inhibition above about 38%;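 further: extracellular domain of Rv3671c used as enzyme; 0% = enzyme with DMSO and 100% = no enzyme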
# MazF activator: increases E. coli MazEF RNase cleavage of RNA; hit rate 0.32% among 350,000; activation, % at 20 µM; AID 504720; P0AE70; FAM/BHQ RNA-DNA oligo cleavage fluorescence, 5 h; in the data active means activation above about 50%
# Target sequence (P0AE70 whole entry, looked up): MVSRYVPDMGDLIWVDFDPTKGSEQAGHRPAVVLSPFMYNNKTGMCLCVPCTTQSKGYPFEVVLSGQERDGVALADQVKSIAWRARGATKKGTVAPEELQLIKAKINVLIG
# FadD28 binding: inhibitors of Mycobacterium tuberculosis FadD28 bisubstrate binding; hit rate 0.22% among 360,000; FadD28 bisubstrate probe binding, fluorescence polarization; inhibition, % at 12.5 µM; in the data active means inhibition above about 8.5%, passing the limit was not always enough; inconclusive means no clear call, values can overlap the other calls
# BioA inh: BioA (M. tuberculosis) enzyme inhibition; purified M. tuberculosis BioA enzyme, plate reader; inhibition, % at 9.99 µM; hit rate 0.096% among 360,000; in the data active means inhibition above about 40%; inconclusive means no clear call, values can overlap the other calls
# GDH-TPI counter: counter-screen for M. tuberculosis FBA inhibitors: GDH-TPI coupled enzymes; inhibition, % at 4.8 µM; AID 588335; hit rate 1.2% among 360,000; GDH-TPI coupled enzyme counterscreen, NADH absorbance;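 further: 0% = DMSO wells and 100% = wells lacking the enzyme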
# Mtb FBA inh: Mtb fructose-bisphosphate aldolase inhibition; P9WQA3; purified M. tuberculosis FBA, fluorescence read-out; inhibition, % at 1 µM; hit rate 2.3% among 360,000; AID 588726; in the data active means inhibition above about 27%;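 further: 0% = vehicle and 100% = reference inhibitor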
# Target sequence (P9WQA3 whole entry, looked up): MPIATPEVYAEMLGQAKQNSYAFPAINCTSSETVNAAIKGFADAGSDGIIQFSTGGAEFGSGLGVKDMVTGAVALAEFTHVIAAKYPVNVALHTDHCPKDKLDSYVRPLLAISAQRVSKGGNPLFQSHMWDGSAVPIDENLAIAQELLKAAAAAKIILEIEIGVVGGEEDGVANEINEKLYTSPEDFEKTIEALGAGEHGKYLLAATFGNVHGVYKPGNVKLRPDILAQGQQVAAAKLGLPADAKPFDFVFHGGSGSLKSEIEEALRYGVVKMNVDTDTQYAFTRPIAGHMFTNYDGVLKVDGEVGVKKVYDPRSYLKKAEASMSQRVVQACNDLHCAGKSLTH
# Mtb UGM inh: blocks M. tuberculosis UGM enzyme; purified UGM, fluorescence polarization probe displacement; inhibition, % at 10 µM; P9WIQ1; hit rate 0.06% among 320,000; in the data active means inhibition above about 10%, passing the limit was not always enough; inconclusive means no clear call, values can overlap the other calls
# Target sequence (P9WIQ1 whole entry, looked up): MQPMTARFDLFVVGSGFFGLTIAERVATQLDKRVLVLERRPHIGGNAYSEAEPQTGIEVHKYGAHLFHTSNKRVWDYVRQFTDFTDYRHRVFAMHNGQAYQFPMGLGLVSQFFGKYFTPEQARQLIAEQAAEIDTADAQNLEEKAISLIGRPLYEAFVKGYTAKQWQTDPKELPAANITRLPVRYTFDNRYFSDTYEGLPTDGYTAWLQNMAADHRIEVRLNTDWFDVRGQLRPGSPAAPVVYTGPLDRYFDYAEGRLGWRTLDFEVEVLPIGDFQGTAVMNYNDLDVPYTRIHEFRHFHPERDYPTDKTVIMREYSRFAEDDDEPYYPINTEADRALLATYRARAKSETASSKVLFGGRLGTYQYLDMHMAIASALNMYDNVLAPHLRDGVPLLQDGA
# CCHFV vOTU inh: blocks the CCHF virus ovarian tumor domain protease | CCHFV vOTU protease, Pep-AMC fluorescence | inhibition, % at 11.5 µM | hit rate 0.55% among 370,000 | AID 651958; further: 0% = vehicle wells with enzyme and 100% = no enzyme wells
# DUSP3 inh: inhibitors of human VHR1 phosphatase (DUSP3); inhibition, % at 13.3 µM; P51452; AID 1654; hit rate 0.52% among 290,000; recombinant VHR phosphatase, pNPP absorbance; in the data active means inhibition above about 50%; further: some compounds called inactive have numbers as strong as hits
# Target sequence (P51452 whole entry, looked up): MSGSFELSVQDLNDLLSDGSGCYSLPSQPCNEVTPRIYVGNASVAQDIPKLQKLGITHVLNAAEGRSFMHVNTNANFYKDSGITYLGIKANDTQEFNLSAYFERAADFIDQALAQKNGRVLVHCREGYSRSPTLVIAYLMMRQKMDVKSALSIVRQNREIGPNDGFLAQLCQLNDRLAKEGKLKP
# BoNT-F LC inh: inhibitors of Botulinum neurotoxin F light chain protease. Multiplex microsphere protease cleavage assay, flow cytometry. inhibition, % at 10 µM. hit rate 0.22% among 360,000. AID 588497; in the data active means inhibition above about 35%, passing the limit was not always enough; inconclusive means no clear call, values can overlap the other calls; further: plate controls were buffer without enzyme for full effect and enzyme alone for no effect
# Starred values were filed as active, the others as inactive; ? = inconclusive; · = no result given; & = joins results of further samples. Unless noted, no stated cut-off is given here; in the data, active means inhibition above about 30%; inactive means the rest.
# Results follow in this order: BioA inh	CCHFV vOTU inh	Rv3671c protease	DUSP3 inh	MazF activator	BoNT-F LC inh	Mtb FBA inh	FadD28 binding	GDH-TPI counter	Mtb UGM inh
- COc1ccc(S(=O)(=O)Nc2cc(C)ccn2)cc1OC
 : 0.9	-19	-10	7	4	-6	0	-0.7	-6	2.7
- CSCC(C)N1CCC(n2nccc2NC(=O)CCOc2ccccc2)CC1 (centres undefined)
 : -1.4	-9	-10	10	-1	8	0	0.3	-1	0.3
- O=C(CCCc1nc(-c2ccc(Cl)cc2)no1)NCC1CCCO1 (centres undefined)
 : -0.7	1	0	-8	3	-2	1	0.9	2	4.1
- CNc1nc(SC)nc2ccccc12
 : ·	-2	0	2	-16	0	4	-0.6	-1	2.4
- Cc1ccc(-c2cc(C(=O)N3CCCCC3)c3ccccc3n2)cc1C
 : 0.4	-8	-14	9	2	5	20	-8.2	-3	0.5
- COC(=O)c1c(NC(=O)CN2CCN(C(=O)c3ccco3)CC2)c2cc(C)ccc2n1C
 : -0.5	-17	6	30	-5	18	3	-1.5	6	0.8
- CC(=O)c1cc2c(cc1NS(=O)(=O)c1ccccc1)OCO2
 : -0.1	7	0	35	4	-8	2	-1.3	1	3.2
- O=C1CC2(CCN(C(=O)c3ccccc3F)CC2)Oc2ccccc21
 : 1.6	-10	1	·	4	?	7	-0.4	6	2.0
- CC(=O)NS(=O)(=O)c1ccc(NS(=O)(=O)c2ccc3ccccc3c2)cc1
 : 4.2	-13	-5	-20	-2	1	2	2.0	8	0.7
- N/C(=N\OC(=O)c1ccccc1Cl)c1cccnc1
 : 6.6	5	-9	13	7	3	0	-1.0	3	3.5
- Cc1cc(OC(=O)c2cc(Br)ccc2Cl)c([N+](=O)[O-])c(=O)[nH]1
 : 0.4	1	-3	17	0	-2	2	0.3	14	0.5
- COc1ccccc1-c1nc2cc(Cl)ccc2c(=O)n1O
 : -0.3	5	-7	-17	1	-3	2	-1.7	13	-0.7
- CCN(C(=O)CSc1nnc(-c2ccc(C)cc2)n1N)c1c(N)n(Cc2ccccc2)c(=O)[nH]c1=O
 : -0.1	2	·	·	5	-12	-3	-3.0	-1	·
- Cn1c(NC(=O)c2ccc(S(=O)(=O)N3CCOCC3)cc2)cc(=O)n(C)c1=O
 : 0.1	8	-4	-7	4	12	-1	-2.5	5	0.1
- CC(=O)c1c(C)nc(C)nc1NC(=O)C(C)C
 : -1.2	-4	-9	-10	8	13	4	0.3	4	-1.5
- O=C(O)COc1ccccc1/C=N/Nc1ccc(S(=O)(=O)N2CCOCC2)cc1[N+](=O)[O-]
 : 2.3	21	-5	2	2	0	-13	-2.3	23	2.0
- CCOC(=O)N1CCC(N(CCN(C)C)C(=S)Nc2cc(Cl)cc(Cl)c2)CC1
 : 5.1	-6	4	4	1	-3	-2	-3.1	9	-2.1
- CCOc1ccccc1N1C(=O)CC(Sc2ncccc2C(=O)O)C1=O (centres undefined)
 : -0.6	7	-2	6	1	-3	1	-2.8	-2	1.3
- O=C(C1CCCN(Cc2ccccc2C(F)(F)F)C1)N1CCCCC1 (centres undefined)
 : 1.5	7	1	36	-7	-4	0	-3.5	-1	1.4
- Cc1nc(-c2ccccc2)sc1-c1ccnn1C
 : ·	-63	-2	6	11	-11	124*	-5.2	2	-0.3
- CC(=O)N1CCCc2cc(S(=O)(=O)Nc3cccc(C)c3C)ccc21
 : 2.1	1	-7	44	-7	-2	4	1.4	14	1.9
- CCOc1ccc(-c2cc(C(=O)O)c3ccccc3n2)c(OCC)c1
 : 0.2	-1	-4	-4	0	1	4	0.2	28	1.2
- CCN(CC)CCCNC(=O)CNC(=O)c1nn(-c2ccc(OC)c(OC)c2)c(=O)c2ccccc12
 : 0.0	-9	9	-7	-15	-24	4	2.1	5	-0.6
- O=C(COC(=O)c1ccc2[nH]c3c(c2c1)CCCC3)Nc1ccccc1Cl
 : ·	-14	-3	-5	28	-5	0	-4.3	-9	1.3
- COC(=O)c1[nH]c2ccc(F)cc2c1NC(=O)C1=COCCO1
 : 0.7&0.8	10	-4	-14	7	-15	13	-1.3	12	1.4
- COc1ccc(-c2cc(OC)c3c(C)oc(C)c3c(=O)c2)cc1OC
 : 0.6	10	-2	-3	-17	-2	2	-1.8	28	-3.2
- CCCNC(=O)C1(C)CCCN(Cc2cccc(C#N)c2)C1 (centres undefined)
 : -0.1	-1	·	·	·	-3	5	-1.1	8	·
- O=C(CN1C(=O)c2ccccc2S1(=O)=O)Nc1ccon1
 : 7.4	3	-13	·	-10	-2	4	-1.2	-8	4.7
- COCCCNc1c2c(nc3nnnn13)CCCC2
 : ·	-16	6	46	4	-4	1	0.1	5	5.0
- CCCOc1ccc(C2C(C(=O)c3ccc(C)o3)=C(O)C(=O)N2CCCn2ccnc2)cc1 (centres undefined)
 : 2.7	7	-8	·	-1	11	-5	-6.2	6	2.0
- N#C/C(=C(/O)COC(=O)CCC1CCCCC1)c1nc2ccccc2[nH]1
 : -6.8	6	11	9	17	-12	4	-0.3	-6	-1.9
- COCC(=O)Oc1c(S(=O)(=O)c2ccc(C)cc2)c(C)nn1C(C)(C)C
 : -3.5	4	-2	2	4	15	12	-1.0	9	2.4
- COc1ccc(Nc2nnc(-c3ccccc3)c3ccccc23)cc1C(=O)N1CCCCC1
 : 3.9	-2	-3	17	-1	-1	1	-2.7	13	0.2
- CN1C(C(=O)NCc2ccc(OC(F)(F)F)cc2)CC2Cn3c(nc4ccccc43)C21 (centres undefined)
 : -1.0	2	2	15	1	-2	6	-3.2	2	0.3
- O=C(Cn1nnc(-c2ccccc2)n1)NCc1ccccc1
 : -0.6	-2	5	-6	17	0	2	-1.1	0	-2.6
- COc1ccc(OC)c(NC(=O)C2CC(=O)N(CCc3ccc(F)cc3)C2)c1 (centres undefined)
 : -0.8	·	·	·	-2	4	-2	-3.2	5	·
- COc1ccccc1CCNC1CCC(C(C)(C)C)CC1 (centres undefined)
 : 1.4	1	8	-2	14	6	1	-0.5	15	0.8
- OC(CCN1CCCC1)(c1ccccc1)C1CCCCC1 (centres undefined)
 : -2.7	0	3	-15	5	-4	3	1.0	18	5.9
- CCOc1ccccc1N1CCN(c2nc(N)c(C#N)c(CC#N)c2C#N)CC1
 : 6.3	-5	8	13	3	-7	3	1.9	17	0.3
- COc1ccc(NC(=O)COC(=O)c2c(C)noc2C)c(OC)c1
 : ·	-3	0	23	2	3	3	-0.9	9	1.0
- Cc1c(CN2CCCC(C(=O)Nc3cccc(-n4cccn4)c3)C2)cnn1C (centres undefined)
 : -2.3	0	-10	47	6	0	1	-2.6	0	-0.6
- CC(/C=N/NC(=O)Cc1cccn1C)=C\c1ccco1
 : -0.1	16	-2	-9	2	-6	-2	0.9	40*	2.4
- CCCCC(=O)N/N=C/c1c(O)n(CC)c(=S)n(CC)c1=O
 : -1.0	2	5	-20	-5	-4	-2	-2.6	16	-2.5
- COC(=O)Cc1c(C)c2ccc(OCC(C)=O)c(C)c2oc1=O
 : -0.5	-14	0	16	0	-9	79*	-0.1	13	0.0
- CCO[C@H]1OC(C(=O)NCc2nc3ccccc3[nH]2)=C[C@@H](c2csc3ccccc23)[C@@H]1CCCO
 : 0.7&-0.6	20	-9	25	5	-106	1	-4.8	10	-2.0
- Cc1cc(Oc2ccc(=O)[nH]n2)nc(Cl)n1
 : 1.2	-9	6	10	9	3	5	-2.2	-5	-1.6
- NC(=S)N/N=C/c1ccc(-c2cc(Cl)ccc2Cl)o1
 : -2.9	-7	6	33	17	-11	1	2.0	16	-0.7
- Cc1c(Cc2ccc3c(c2)OCO3)sc(NC(=O)c2ccccc2)c1C(N)=O
 : -1.7	15	-23	0	1	-8	17	-1.8	14	1.9
- O=C1CCC(=O)N1c1ccccc1OS(=O)(=O)c1ccccc1
 : -0.4	2	-7	-6	0	6	2	1.4	-10	2.1
- C/C(=N/NC(=O)c1cccc(N2CCCC2=O)c1)c1ccc(Br)cc1
 : 0.6	-15	-1	20	2	-1	-2	-4.7	5	-0.6

# The listing continues:
# Results follow in this order: BioA inh	CCHFV vOTU inh	Rv3671c protease	DUSP3 inh	MazF activator	BoNT-F LC inh	Mtb FBA inh	FadD28 binding	GDH-TPI counter	Mtb UGM inh
- CC(=O)OCCOc1nc(N(C)C)nc(N(C)C)n1
 : 0.2	0	-2	3	1	?	1	0.3	2	0.8
- CCOCCCNC(=O)c1cccs1
 : ·	-4	-1	36	2	-2	1	-2.7	-1	-2.3
- CCOC(=O)N1CCN(C(=O)c2ccc3c(SCC(=O)O)c4c(nc3c2)CCCC4)CC1
 : 1.2	·	2	12	3	6	4	-1.0	12	-1.0
- Cc1[nH]n(-c2ccccc2)c(=O)c1C=Nc1cccc2cccnc12
 : ·	-4	5	-11	0	-1	-5	-2.8	18	-1.0
- COc1ccc(-c2csc(C(O)c3ccc(F)c(OC)c3)n2)cc1 (centres undefined)
 : 1.3	-3	·	·	·	-8	2	-2.1	9	·
- Cc1ccc2nc(N3C(=O)C(O)=C(C(=O)c4ccco4)C3c3ccc(C)o3)sc2c1 (centres undefined)
 : -0.3	21	-3	21	-25	-2	-2	-4.0	11	2.8
- CCC(CC)C(=O)N(C)c1c(C)nc2c(OCCC3CCCCC3)cccn12
 : 0.4	3	·	·	·	1	-3	-6.3	0	·
- COc1ccc(/C=C(\C#N)c2n[nH]c(Cn3cncn3)n2)cc1
 : ·	2	0	5	13	-4	-4	-3.4	26	4.8
- O=C(CSc1ccccc1Cl)N1CCC(c2nc3ccccc3s2)CC1
 : 2.5	12	0	32	0	-7	-3	-6.4	6	-0.8
- CCc1noc(C)c1C(=O)N(C)CC(=O)Nc1ccc(OC)cc1
 : -0.3	-4	6	·	-4	-4	3	-0.3	-5	-2.5
- COc1ccc(CCN2C(=O)CC(N3CCN(S(=O)(=O)c4ccccc4)CC3)C2=O)cc1OC (centres undefined)
 : ·	-12	-3	25	-24	0	0	-1.3	0	-2.9
- CC1CCN(C(=O)C2CCN(C(=O)c3ccc(C(C)(C)C)cc3)CC2)CC1
 : 1.2	7	4	25	1	3	1	-0.2	-3	-0.4
- O=c1cc2c(nn1Cc1ccc(Cl)cc1Cl)-c1ccccc1CC2
 : -1.2	11	-16	29	-17	-14	5	-1.3	8	-1.4
- O=C(C(=C1NCCN1)n1cncn1)c1ccccc1
 : -2.4	-11	-5	2	3	-1	-1	-0.1	14	-2.5
- c1ccc(NNC2=NCCS2)cc1
 : ·	-8	-8	10	3	-14	2	0.3	8	-1.2
- O=C(NCc1ccc(F)cc1)C1(S(=O)(=O)c2ccc(Cl)cc2)CC1
 : -0.9	-1	5	20	-5	3	5	0.1	5	-0.4
- CCOC(=O)c1sc(NC(=O)c2c(OC)cccc2OC)nc1C
 : 1.4	1	6	5	-1	-5	3	-1.8	15	-4.8
- CC(C)C(O)(C#CCN1CCCCC1)c1ccccc1 (centres undefined)
 : ·	12	-5	1	-2	-2	-2	-2.9	-1	2.6
- Cc1ccccc1CN1CCN(CC(=O)NCCCN2CCN(c3ccc(F)cc3)CC2)C1=O
 : 0.2	7	-4	12	-1	0	4	-2.8	10	3.0
- CCCCn1c(N2CCC(Cc3ccccc3)CC2)nc2c1c(=O)[nH]c(=O)n2C
 : -1.9	9	8	2	-4	0	-3	-2.0	10	1.4
- COc1ccccc1N1CCN(C(=O)COc2ccc(Cl)cc2)CC1
 : 5.1	0	-2	21	-9	-8	-1	-1.7	11	0.2

# Of the compounds above, two have two or more sulfur atoms.
# Results follow in this order: BioA inh	CCHFV vOTU inh	Rv3671c protease	DUSP3 inh	MazF activator	BoNT-F LC inh	Mtb FBA inh	FadD28 binding	GDH-TPI counter	Mtb UGM inh
- CC(=O)NS(=O)(=O)c1ccc(NS(=O)(=O)c2ccc3ccccc3c2)cc1
 : 4.2	-13	-5	-20	-2	1	2	2.0	8	0.7
- O=C(CSc1ccccc1Cl)N1CCC(c2nc3ccccc3s2)CC1
 : 2.5	12	0	32	0	-7	-3	-6.4	6	-0.8

# High-throughput results: PubChem BioAssay, several laboratories
